SENP1 FRET inh: inhibitors of human SENP1 SUMO protease catalytic domain. Q9P0U3. recombinant SENP1 catalytic domain, CyPet-SUMO1-YPet FRET cleavage. inhibition, % at 10 µM. 360,000 compounds, 0.21% hits. AID 624204;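 active means inhibition at least 30% at 10 µM, raw YFP signal under a set limit, fluorescence ratio 0.5 to 1.5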;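 further: 0% = enzyme with DMSO and 100% = no enzyme wells; some results filed as inactive read as strong as hits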
Target sequence (Q9P0U3 419-644 limits assumed): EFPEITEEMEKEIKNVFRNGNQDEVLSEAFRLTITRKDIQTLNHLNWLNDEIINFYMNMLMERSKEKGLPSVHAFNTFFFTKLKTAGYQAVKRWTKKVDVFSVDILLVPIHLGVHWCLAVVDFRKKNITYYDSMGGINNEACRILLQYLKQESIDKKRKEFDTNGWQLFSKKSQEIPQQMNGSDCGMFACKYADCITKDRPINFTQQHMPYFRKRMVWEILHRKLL
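system = hSENP1 catalytic domain, recombinant | reagent = SFCypet-SUMO1-SFYpet substrate at 25 nM | doses = one dose per compound, 10 µM, 0.5% DMSO | incubation = enzyme reaction for 50 min at room temperature, dark | measured by = FRET, CFP and YFP emission | controls = no-enzyme low, enzyme-DMSO high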
HKDC1 inhibitor: blocks human hexokinase HKDC1 activity | recombinant HKDC1, G6PDH/diaphorase resazurin coupled fluorescence | 340,000 compounds, 0.16% hits | inhibition, % at 20 µM | Q2TB90;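 active means inhibition above about 35% when tested at 20 µM, limit read from the data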;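 further: plate controls were DMSO wells with enzyme for no effect and DMSO wells lacking enzyme for full effect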
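test system = in-house recombinant HK5 (HKDC1) enzyme | amount = HKDC1 at 5 µg/mL | control set = DMSO-enzyme wells negative, buffer-substituted wells positive | compound = one dose of 20 µM, 1% DMSO | schedule = reaction time 90 min, room temperature, protected from light | technique = resorufin fluorescence at 613 nm | reagent = glucose with 1 mM ATP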
PfG6PD inh: PfG6PD (Plasmodium falciparum) enzyme inhibition | PfGluPho enzyme, NADPH resazurin-diaphorase fluorescence | inhibition, % at 20 µM | 350,000 compounds, 0.78% hits;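 active means inhibition reaching at least a set limit at 20 µM in the primary screen, cut at about 59% in these data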;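 further: 0% = DMSO wells with substrate and 100% = DMSO wells lacking glucose-6-phosphate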
SENP6 block: blocks the human protease SENP6. Q9GZR1. Recombinant SENP6 catalytic domain, aminoluciferin luminescence. inhibition, % at 10 µM. 330,000 compounds, 1.8% hits. AID 2599;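 active means inhibition above about 50% at the single tested dose, limit read from the data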;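 further: plate controls were DMSO wells with enzyme for no effect and DMSO wells lacking enzyme for full effect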
Target sequence (Q9GZR1 628-1112 limits assumed): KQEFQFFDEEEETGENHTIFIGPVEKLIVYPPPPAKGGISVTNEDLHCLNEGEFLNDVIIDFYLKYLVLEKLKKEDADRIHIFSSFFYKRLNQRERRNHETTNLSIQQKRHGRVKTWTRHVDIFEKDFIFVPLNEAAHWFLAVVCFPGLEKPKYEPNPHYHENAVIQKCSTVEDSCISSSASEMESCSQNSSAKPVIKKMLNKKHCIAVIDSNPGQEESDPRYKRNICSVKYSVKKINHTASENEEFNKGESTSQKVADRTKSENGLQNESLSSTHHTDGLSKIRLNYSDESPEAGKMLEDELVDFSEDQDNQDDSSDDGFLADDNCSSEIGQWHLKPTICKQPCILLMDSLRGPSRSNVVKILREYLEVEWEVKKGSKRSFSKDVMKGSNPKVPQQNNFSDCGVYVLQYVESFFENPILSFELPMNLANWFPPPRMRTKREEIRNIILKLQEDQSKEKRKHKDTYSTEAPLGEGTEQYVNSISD
MIN6 prolif: inducers of beta-cell replication in MIN6 cells; MIN6 cells proliferation, ATPlite luminescence, 48 h; cells starved in 0.2% serum; 100% = growth in 10% serum; proliferation, % at 10 µM; 330,000 compounds, 0.29% hits; AID 2380;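 active means compounds whose signal lies at least 3.5 SD above the mean of all wells on their plate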;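 further: 0% = DMSO-treated cells in low-serum medium and 100% = 10% serum control; some compounds called inactive have numbers as strong as hits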
UBC13 polyUb: human UBC13 polyubiquitination inhibition. P61088. UBC13 polyubiquitin chain formation, TR-FRET. AID 485273. inhibition, % at 20 µM. 330,000 compounds, 0.47% hits; in the data active means inhibition above about 45%, passing the limit was not always enough
SENP8 block-1: blocks human SENP8 cleavage of Nedd8 substrate; Q96LD8; recombinant SENP8, Nedd8 substrate fluorescence; inhibition, % at 20 µM; AID 602440; 360,000 compounds, 0.64% hits; in the data active means inhibition mostly above about 40%, no sharp cut-off; inactive means mostly below about 27%
SENP7 inh: inhibitors of human SENP7 protease; Q9BQF6; recombinant SENP7, Z-RLRGG-aminoluciferin luminescence, 40 min; inhibition, % at 5 µM; 330,000 compounds, 1.5% hits; AID 434973;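 active means inhibition above about 50% at the single test dose, limit read from the data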;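 further: plate controls were DMSO with enzyme for no effect and no enzyme buffer wells for full effect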
Target sequence (Q9BQF6 706-1050 limits assumed): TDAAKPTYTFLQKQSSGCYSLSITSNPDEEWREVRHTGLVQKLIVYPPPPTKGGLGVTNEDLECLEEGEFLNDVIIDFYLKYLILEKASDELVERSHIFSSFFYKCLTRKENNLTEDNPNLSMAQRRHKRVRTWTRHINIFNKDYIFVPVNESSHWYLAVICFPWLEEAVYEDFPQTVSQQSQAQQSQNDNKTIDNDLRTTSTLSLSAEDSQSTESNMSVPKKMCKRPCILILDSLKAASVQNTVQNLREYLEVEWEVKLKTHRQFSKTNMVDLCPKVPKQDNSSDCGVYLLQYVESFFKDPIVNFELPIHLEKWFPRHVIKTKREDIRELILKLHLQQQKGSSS
SENP8 block-2: SENP8 protease inhibition; purified SENP8, Z-RLRGG-aminoluciferin cleavage, luminescence; inhibition, % at 10 µM; 330,000 compounds, 1.2% hits; AID 2540; in the data active means inhibition above about 50%
* marks the source's active call; other numbers are inactive results; i = inactive; . = no result given. Rows are unselected; about 4% have a hit in one of these screens.

SMILES	SENP1 FRET inh	HKDC1 inhibitor	PfG6PD inh	SENP6 block	MIN6 prolif	UBC13 polyUb	SENP8 block-1	SENP7 inh	SENP8 block-2
O=C(Nc1ccccc1)C(CCCCN1C(=O)c2ccccc2C1=O)N1C(=O)c2ccccc2C1=O (stereo not given)	0	1	-3	.	.	.	12	.	.
O=C(Nc1nc(-c2ccccn2)cs1)c1cccc(-n2cnnn2)c1	-3	1	18	-3	-5	-21	11	5	-1
COc1cc(C(C2C(=O)CC(C)(C)CC2=O)C2C(=O)CC(C)(C)CC2=O)ccc1O	-4	3	3	-26	-1	-16	13	-13	-11
COC(=O)CCC(=O)NC(=S)Nc1c(C)cccc1C	-1	-12	9	14	0	-4	3	9	7
COc1ccc(Cc2ccc(OC)c(N)c2)cc1N	-9	-9	4	-12	-2	-3	10	-8	-9
CCc1c(C)sc(NC(=O)c2cc(C)no2)c1C#N	1	0	36	-19	-1	-6	12	-2	-4
O=C(OCC(=O)c1ccc(Cl)s1)c1ccccn1	-3	-4	-12	36	0	-2	10	19	2
Cc1ccc(C(=O)Nc2cc3c(cc2Cl)OCCCO3)cc1	3	-3	6	-4	-3	-8	15	-2	-17
Oc1ccc(O)c(-c2cnns2)c1	-2	27	26	.	.	.	9	.	.
O=C(COC(=O)c1ccc(NS(=O)(=O)c2ccc3c(c2)OCCO3)cc1)NC1CC1	1	-4	-18	-14	0	-9	25	-3	-14
COc1c(C)cccc1C(=O)NC(=S)Nc1ccc2c(c1)Cc1ccccc1-2	1	-4	-20	.	.	.	6	.	.
COc1ccccc1C1C(C(C)=O)=C(O)C(=O)N1c1ccc(O)cc1 (stereo not given)	2	-4	-12	9	-1	5	-24	10	-8
O=C(c1ccc(Cn2c(=O)[nH]c3ccccc3c2=O)cc1)N1CCN(c2ccccc2)CC1	-1	-1	-5	-4	1	7	18	-10	-4
O=C(NC(=S)N(CCO)Cc1ccccc1)c1ccc(S(=O)(=O)N2CCCC2)cc1	3	-13	1	-22	0	1	7	3	0
O=C(Nc1ccc2c(c1)OCO2)C1(S(=O)(=O)c2ccc(Cl)cc2)CC1	-1	17	3	9	-3	-9	5	12	0
COCCCNC(=O)CN1C(=O)/C(=C/c2ccccc2C)Sc2ccccc21	0	-2	18	7	-2	-6	9	-1	7
O=S(=O)(c1ccc(F)cc1)N1CCN(CC2CC3C=CC2C3)CC1 (stereo not given)	1	-4	2	-19	-2	5	5	-4	2
O=C1NNC(c2ccccc2)=N/C1=C\c1ccc(Cl)cc1	3	5	-17	29	-1	-27	64*	16	4
COc1ccc(CCNS(=O)(=O)c2ccc3c(c2)n(C)c(=O)c(=O)n3C)cc1OC	1	-1	14	.	.	.	11	.	.
Cc1ccc(-n2c(O)c(C=Nc3ccccc3-c3n[nH]c(=S)[nH]c3=O)c3ccccc3c2=O)c(C)c1	-100	0	35	-12	-5	-15	18	0	-1
CC(NS(=O)(=O)c1ccc(F)cc1)C(c1cccs1)N1CCN(C)CC1 (stereo not given)	2	2	-7	-13	0	16	12	6	-6
CCc1ccc(OCCSc2nc3ccccc3n2CCC(=O)O)cc1	1	-4	-29	10	1	-9	8	11	-3
COc1ccccc1Cn1c(=S)[nH]c2cc(C(=O)NCCN3CCOCC3)ccc2c1=O	2	-8	12	18	2	16	11	8	6
Cc1cccc(C(=O)N2CCN(c3ccccn3)CC2)c1	3	-9	12	-26	-3	-3	2	3	6
COC(=O)/N=C/c1c(NCc2ccccc2)nc2c(C)cccn2c1=O	-6	-6	26	-9	3	13	-363	-6	-8
Cc1ccc(C)n1-c1ccsc1C(=O)CC#N	-15	-5	-14	-9	4	-10	-53	-2	-6
CCN1C(=Nc2ccc(Cl)cc2)SC/C1=C\C(=O)OC	0	10	-2	-19	-4	5	4	2	-4
O=C(CSc1ccc2nnc(-c3ccc(F)cc3)n2n1)NCc1ccco1	-1	-4	-12	1	-1	3	-78	7	-21
O=C(c1ccccc1)N(c1ccccc1)c1nccc2ccccc12	1	-7	1	.	.	.	11	.	.
O=C(Cn1ccc2ccccc2c1=O)NCCC(=O)Nc1cccnc1	0	-3	4	4	-1	-4	-24	-4	-7
CC1CCCN(c2ccc(C(=O)NCC3CCCO3)cn2)C1 (stereo not given)	0	-6	3	-15	-1	-5	-11	-8	5
Cn1c(=O)c2c(nc(OC/C=C/c3ccccc3)n2C)n(C)c1=O	0	-5	-10	-9	1	6	8	19	1
CC(C)(C)CC(=O)N1CCC(c2nc3c(nnn3Cc3c(F)cccc3Cl)c(=O)[nH]2)CC1	2	-1	-18	7	-1	4	5	2	4
O=S1(=O)NC2CCCCCN2c2ccc(F)cc21 (stereo not given)	0	-4	-4	0	-3	7	-403	7	-2
Cc1cccc2cc(C#N)c(NCc3ccccc3)nc12	-118	-5	10	2	-2	-11	-372	2	2
CC(OC(=O)c1oc2ccccc2c1COc1ccccc1)C(=O)NC(N)=O (stereo not given)	3	-8	5	13	0	2	7	-5	-9
COc1ccc(C2OC(=O)CC2C(=O)N2CCN(c3cc(Cl)ccc3C)CC2)cc1OC (stereo not given)	1	-3	4	-10	-2	1	3	9	-11
O=C(COc1cccc2cccnc12)N/N=C/c1ccccc1O	-4	-3	0	6	-4	0	-15	10	1
COc1ccc(OC)c(NC(=O)Nc2cccnc2)c1	1	-7	1	-2	-1	6	0	2	-5
Cc1ccc(CC2CC(=O)N(CCc3ccccc3)C2=O)cc1 (stereo not given)	0	-2	-4	-10	0	4	14	1	5
Cc1ccccc1OCC1CNC(=O)O1 (stereo not given)	0	-4	-6	4	2	-3	12	-6	-1
Cc1ccc2cc3c(NC(=O)C(C)C)nn(C)c3nc2c1	-15	0	-7	-5	2	1	-497	-8	-13
CC1CC(C)CN(c2ncnc3c2cnn3C)C1 (stereo not given)	1	-3	1	9	4	2	16	0	8
CCn1c(SCC(=O)NC2=NCCS2)nnc1C(C)NC(=O)c1ccccc1F (stereo not given)	-1	-4	-6	-18	0	0	15	4	0
O=C(NCc1ccc(Cl)cc1)C1CCC(CNc2c(N3CCCCC3)c(=O)c2=O)CC1 (stereo not given)	2	-7	7	-6	1	-4	8	2	2
Cc1cc(C(=O)N2CCCC(C(=O)c3ccc(Cl)cc3C)C2)no1 (stereo not given)	0	-4	-2	-1	0	-3	16	9	-3
COCCNS(=O)(=O)c1cc(-c2nn(C)c(=O)c3ccccc23)ccc1C	0	2	6	-11	2	-4	5	-12	-12
CCOC(=O)C1CCN(c2nnc(N3CCCC3=O)s2)CC1	-3	-4	-13	-26	-1	6	22	6	-3
CC(=O)Cc1nsc(NC(=O)c2cc(-c3cccc(C(F)(F)F)c3)oc2C)n1	1	1	-9	-4	-4	-17	-2	-2	-2
Cc1ccc(NC(=O)c2ccc(-c3nn(C)c(=O)c4ccccc34)cc2)c(C)c1	-1	-1	2	-13	-5	-11	11	-8	-4
CC(C)(C)OC(=O)NCC12C=CC(O1)C1C(=O)N(Cc3ccccc3)C(=O)C12 (stereo not given)	2	-1	11	-17	3	7	23	-10	-3
CC1CN(C(=O)C(C)OC(=O)c2ccc3ncsc3c2)CC(C)O1 (stereo not given)	-3	-6	2	-9	1	-4	-2	10	-8
CN1C(=O)NC(c2cccc([N+](=O)[O-])c2)C2=C1CCCC2=O (stereo not given)	1	5	12	-8	-2	-2	20	-3	-13
COc1cc(OC)cc(C(=O)NCCNC(=O)c2ccccc2)c1	1	-6	5	-15	-2	-2	5	-13	-6
CN(C(=O)COC(=O)c1cc(S(=O)(=O)N2CCCCC2)ccc1Cl)c1ccccc1	3	5	-10	0	-4	10	-2	6	0
Cc1cccc(C)c1N(CC(=O)N1CCN(c2ccccc2F)CC1)S(C)(=O)=O	3	14	-1	-12	-1	12	4	-6	-2
CCSC1=N/C(=C\c2ccccc2)C(=O)N1c1ccc(OC)cc1	-2	0	6	-30	1	0	-63	6	6
C=CCc1ccccc1OCC(O)CN(CC)CC (stereo not given)	0	-10	-1	10	-2	14	1	-4	4
O=C(c1cccc(F)c1)N1CCCc2ccccc21	0	-4	4	-4	1	4	9	5	-2
O=C(NN=Cc1cccc2ccccc12)C(=O)NN=Cc1cccc2ccccc12	2	-3	-39	.	.	.	i	.	.

Entries of single compounds from above. Order of values: SENP1 FRET inh | HKDC1 inhibitor | PfG6PD inh | SENP6 block | MIN6 prolif | UBC13 polyUb | SENP8 block-1 | SENP7 inh | SENP8 block-2
Entry for CC1CN(C(=O)C(C)OC(=O)c2ccc3ncsc3c2)CC(C)O1 (stereo not given) = -3 | -6 | 2 | -9 | 1 | -4 | -2 | 10 | -8
Entry for CCn1c(SCC(=O)NC2=NCCS2)nnc1C(C)NC(=O)c1ccccc1F (stereo not given) = -1 | -4 | -6 | -18 | 0 | 0 | 15 | 4 | 0
Entry for CC(=O)Cc1nsc(NC(=O)c2cc(-c3cccc(C(F)(F)F)c3)oc2C)n1 = 1 | 1 | -9 | -4 | -4 | -17 | -2 | -2 | -2
Entry for COc1cc(OC)cc(C(=O)NCCNC(=O)c2ccccc2)c1 = 1 | -6 | 5 | -15 | -2 | -2 | 5 | -13 | -6
Entry for COCCNS(=O)(=O)c1cc(-c2nn(C)c(=O)c3ccccc23)ccc1C = 0 | 2 | 6 | -11 | 2 | -4 | 5 | -12 | -12

Continued:
SMILES	SENP1 FRET inh	HKDC1 inhibitor	PfG6PD inh	SENP6 block	MIN6 prolif	UBC13 polyUb	SENP8 block-1	SENP7 inh	SENP8 block-2
O=c1[nH]c(CN2CCN(CCO)CC2)nc2ccccc12	0	-8	5	-10	-4	-2	-10	8	8
O=C(c1ccccc1)n1ccc(-c2cccs2)n1	7	-3	12	2	-3	1	-23	-13	-20
CCNC(=O)C1CCCN1S(=O)(=O)c1ccc(OC)cc1 (stereo not given)	0	3	-1	-3	-1	0	21	1	1
O=C(COC(=O)c1ccco1)NNC(=O)c1ccc(Cl)cc1	2	-7	9	-20	6	-3	5	-1	-2
CC[C@H](C)C(=O)N[C@H]1CCCN1C(=O)/C=C/c1ccccc1	6	-5	0	3	-2	8	8	4	6
O=C1CCC(=O)N1CC(=O)N1CCCc2ccccc21	-1	-8	2	-18	2	0	17	4	11
c1ccc(-c2ccc3c(c2)c2c4n3CCN=C4CCC2)cc1	-14	-7	1	-14	-6	24	-132	-5	-6
C[C@@H]1NS(=O)(=O)[C@H]2C[C@@H]3C=C[C@]2(O3)[C@H]1OC(=O)Nc1ccc(C(F)(F)F)cc1[N+](=O)[O-]	0	2	-7	8	-3	5	18	1	7
CN1CCN(C(=O)c2cc3ccccc3oc2=O)CC1	-100	-2	-15	-14	-1	0	-22	2	-3
CCOC(=O)C(=CNc1ccc(C)cc1C)C(=O)OCC	-1	3	15	-16	2	-12	-22	-4	-2
Clc1ccccc1C1Nc2cccc3cccc(c23)N1	6	11	21	18	-5	-26	-70	0	-1
CN(C)C(=O)c1cn(-c2ccc(Cl)cc2)c(=O)c2ccccc12	2	-7	14	-5	-4	2	-29	11	-6
O=C(Nc1ccc(N2CCOCC2)cc1)c1cccc(S(=O)(=O)N2CCOCC2)c1	3	-7	8	0	-4	4	3	9	-6
COc1ccccc1N1CCN(C(=O)CCSCc2ccccc2F)CC1	0	-5	-22	-7	-3	-8	-4	-5	4
Cc1ccc(CNCC(O)(c2ccccc2)c2ccccc2)cc1	0	1	0	-1	-4	8	16	-6	-11
O=C(COC(=O)COc1ccc(Cl)cc1)NC1CC1	5	-5	-15	0	-3	-2	8	6	6

Screening results (PubChem BioAssay)
